# Screening results as filed in PubChem BioAssay.
# Salmonella PhoP GFP – PhoP-dependent GFP reporter repression – Salmonella Typhimurium, primary screen (AID 1863). inhibition, % at 50 µM; hits with a dose series show IC50 in µM. actives 0.16% (n = 300,000). S. Typhimurium PhoP-regulated promoter GFP reporter, 4 h; higher % means a stronger effect;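 active means inhibition over 29.93%, a cutoff 3 SD above the screen mean, later confirmed by dose response; inconclusive means inhibition over 29.93% but no dose response follow-up; inactive means inhibition at most 29.93% or unconfirmed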;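 further: 0% = low Mg2+ inducing control and 100% = high Mg2+ repressing control; strong numbers were not always called active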
# Large T inhibition – TAg ATPase/helicase activity blockers – biochemical (AID 1903). SV40 large T antigen ATPase/helicase inhibition assay; higher % means a stronger effect. inhibition, % at 20 µM; hits with a dose series show IC50 in µM. actives 0.39% (n = 310,000); in the data active means a potency from the dose series; inconclusive means inhibition mostly from about 32% at the one dose, without a potency; inactive means the rest, 99 in 100 with inhibition below about 32%; further: strong numbers were not always called active
# b-catenin transl – modulators of beta-catenin nuclear translocation | HeLa beta-catenin nuclear translocation, immunofluorescence imaging | nuclear translocation activity, % at 5 µM | actives 0.3% (n = 190,000) | AID 1665;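 active means nuclear translocation activity above 50% at 5 µM, with a well cell count of 50 or more; inconclusive means wells under 50 cells across six images, flagged as toxic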;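 further: per-cell ratio of nuclear to cytoplasmic median beta-catenin stain intensity; plate controls were DMSO negative control for no effect and GSK-3 inhibitor IX positive control for full effect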
#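 Test system: human HeLa cell line; Doses: 5 µM primary, 0.02–20 µM confirmation; Incubation: 24 h compound exposure, 37°C; Detection: beta-catenin immunofluorescence imaging with DAPI; Read-out: beta-catenin nuclear/cytoplasmic ratio, % activation.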
# West Nile virus CPE – West Nile virus antiviral activity, cell-based, CPE readout (AID 1621). West Nile virus-infected cells, CPE inhibition; higher % means a stronger effect. CPE inhibition, % at 10 µM; hits with a dose series show IC50 in µM. actives 0.02% (n = 290,000); in the data active means a potency from the dose series; inconclusive means CPE inhibition mostly from about 3.7% at the one dose, without a potency; inactive means the rest, 99 in 100 with CPE inhibition below about 2.2%; further: strong numbers were not always called active
# RSV antiviral HEp-2 – inhibition of RSV-induced cytopathic effect – HEp-2 cells, primary 10 µM value included (AID 2391); HEp-2 cells, RSV-induced CPE inhibition; higher % means a stronger effect; one-dose CPE inhibition, % at 10 µM; IC50 in µM for titrated hits; actives 0.13% (n = 310,000); in the data active means a potency from the dose series; inconclusive means CPE inhibition mostly from about 23% at the one dose, without a potency; inactive means the rest, 99 in 100 with CPE inhibition below about 21%; further: strong numbers were not always called active
# WT yeast gro inh – growth inhibition of WT yeast, mitochondrial fusion screen; mitochondrial fusion phenotypic screen, WT strain; inhibition, % at 10 µM; actives 2.1% (n = 190,000); in the data active means inhibition above about 58%; tested in S. cerevisiae
# Myeloid diff 2 – promotes myeloid progenitor differentiation; ER-HoxA9 myeloid progenitors, lysozyme-GFP differentiation, flow cytometry; calls only at 10 µM; actives 1% (n = 360,000);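 active means normalized GFP-positive differentiation at or above the plate's own cutoff, the solvent-only control mean plus 3 SD; inconclusive means no clear call, values can overlap the other calls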;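 further: cells exposed to compound for four days before flow analysis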
# T cell modulator – T cell immune modulators affecting CD8 T cell-vesicle binding | 2C CD8+ T cell-vesicle binding, flow cytometry; hits give low values | calls only at 7 µM | actives 0.068% (n = 330,000) | AID 2052;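 active means response, share of CD8 T cells binding vesicles, and their 90th percentile fluorescence all below set limits, cut at about 80% in these data, passing the limit was not always enough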
#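 Read-out – percent CD8+ FL2 mean versus row control · System – murine 2C transgenic CD8+ T lymphocytes · Times – 1.5 h cell–vesicle binding at 37 °C, then 20 min icy labelling · Control set – naked vesicles low, QL9 vesicles with vehicle high · Detection – cytometric PE anti-B7-1 and Alexa647 anti-CD8 signals after 1% paraformaldehyde fixation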
# Rac1 GTP hydrolysis – MgcRacGAP GTPase-activating activity inhibitors, confirmation, biochemical, ADP Hunter fluorescence | MgcRacGAP-stimulated Rac1 GTP hydrolysis, ADP Hunter fluorescence; higher % means a stronger effect; GST-tagged Rac1 F28L mutant substrate | one-dose inhibition, % at 30 µM; IC50 in µM for titrated hits | actives 0.6% (n = 340,000);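 active means first-screen hits whose inhibition reached a set limit at any dose in the follow-up dose series; inconclusive means inhibition above the set first-screen limit but never retested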;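 further: fluorescence reports GDP produced by GAP-driven GTP hydrolysis; strong numbers were not always called active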
# WT yeast gro inh mutant strain – recorded beside WT yeast gro inh, whose call it bears; inhibition, %; mitochondrial fusion phenotypic screen, mutant strain inhibition
# b-catenin transl cell count 5 µM – second read-out of b-catenin transl, no call of its own (marks repeat the call); cell count; measured here: cell count, cytotoxicity flag
# T cell modulator vesicle-bound % – further read-out of T cell modulator, marked with its call; double positive events, %; measured here: CD8+ vesicle-bound cell fraction;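 binding gate set so that unloaded-vesicle control wells show 10% double positive cells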
# Myeloid diff 2 GFP+ MAC1+ % – recorded beside Myeloid diff 2, whose call it bears; GFP+ MAC1+ double positive, %; measured here: differentiation confirmed by MAC1 staining
# The depositor's hits bear a star; i = inactive; ? = inconclusive; · = no result given; + = active, no number.
SMILES,Salmonella PhoP GFP,Large T inhibition,b-catenin transl,b-catenin transl cell count 5 µM,West Nile virus CPE,RSV antiviral HEp-2,WT yeast gro inh,WT yeast gro inh mutant strain,Myeloid diff 2,Myeloid diff 2 GFP+ MAC1+ %,T cell modulator,T cell modulator vesicle-bound %,Rac1 GTP hydrolysis
CCN1CCN(C(CNS(=O)(=O)c2cccs2)c2cccnc2)CC1 (stereo unspecified),-8%,7%,-0.1,1355,-0.1%,-1.5%,·,·,i,0.3,i,38,-2%
COc1cc(/C=N\NC(=O)c2nonc2N)c(OC)cc1Br,-8%,3%,·,·,-0.5%,3.2%,-12,-6,?,·,i,54,5%
O=C(N/N=C/c1ccco1)c1ccc(Br)o1,28%,9%,-0.9,1292,0.1%,-2.4%,-10,9,i,1.4,i,10,6%
CC(=O)C1C(c2ccc(Cl)cc2)c2c(noc2C)CC1(C)O (stereo unspecified),2%,11%,1.8,1296,-0.4%,1.1%,·,·,i,0.5,i,19,·
Cc1ccc(C(O)CN2C3=NCCN3c3ccccc32)cc1 (stereo unspecified),12%,2%,-0.5,979,0.7%,-1.0%,-6,-2,i,0.4,i,32,8%
COc1ccccc1C1CC(c2ccccc2)=NN1C(=O)c1ccccc1 (stereo unspecified),-3%,4%,·,·,-0.7%,11%,·,·,i,0.9,i,21,-4%
CC1C/C(=C/c2ccco2)C(=O)/C(=C/c2ccco2)C1 (stereo unspecified),11%,46%,-0.6,553,-0.6%,15%,12,-9,·,·,i,25,·
O=C(Nc1cccnc1)c1cc(F)cc(F)c1,40%,-13%,-8.4,1226,0.1%,1.9%,-13,11,i,0.7,i,42,9%
COC(=O)c1ccc(COc2ccc(/C=C/C(=O)c3ccc(OC)c(CSCC(=O)O)c3)cc2OC)cc1,-7%,5%,·,·,-0.3%,0.9%,·,·,i,2.8,i,68,13%
CC1(C)CC(=O)C=C(Nc2ccc(F)cc2F)C1,2%,2%,1.8,1074,0.1%,0.7%,-2,13,i,0.5,i,14,4%
Cc1ccc(SCCC(=O)N(C)C)cc1,-9%,4%,-1.0,1072,0.1%,0.9%,-9,-43,i,0.5,i,25,3%
Oc1c(Cl)cc(Cl)cc1/C=N/Nc1ncc(Br)cn1,7%,2%,-0.6,969,-0.6%,1.8%,0,-24,?,·,i,50,1%
CC(C)Cn1c(SCC(=O)NCCCN2CCCC2=O)nc2ccccc21,-5%,6%,·,·,·,-1.9%,·,·,i,0.7,i,7,3%
O=C(CC1C(=O)NCCN1Cc1ccc(F)cc1)NCCOc1cccnc1 (stereo unspecified),3%,9%,1.3,1004,-0.1%,0.3%,-7,-2,i,1.0,i,57,11%
CC(C(=O)Nc1ccc2[nH]c(=O)[nH]c2c1)N1CCN(Cc2ccc3c(c2)OCO3)CC1 (stereo unspecified),·,·,·,·,·,-0.3%,·,·,i,0.4,i,39,13%
N#Cc1ccccc1NC(=S)NC(=O)C1CCC1,2%,24%,·,·,-0.2%,0.7%,·,·,i,1.2,i,35,3%
CCN(c1ccccc1C)S(=O)(=O)c1nnc(NC(=O)c2ccco2)s1,3%,22%,·,·,-0.4%,9.6%,·,·,i,1.8,i,21,11%
O=P(O)(CCc1ccccn1)CN1CCOCC1,·,·,-2.1,1173,3.3%,-1.3%,9,0,i,0.7,i,13,2%
CCOC(=O)N1CCN(C(=O)Cn2cnc3ccccc3c2=O)CC1,-1%,17%,0.8,1520,-0.6%,0.8%,-8,-9,i,0.1,i,37,2%
CC1CCN(C(=O)C(=O)Nc2sc3c(c2C(=O)O)CC(C)(C)OC3)CC1,-1%,6%,·,·,0.4%,3.8%,·,·,i,1.8,i,7,6%
CC(O)c1nc2ccccc2n1CCCOc1ccccc1 (stereo unspecified),-3%,7%,0.1,1248,0.1%,2.7%,·,·,i,0.0,i,37,2%
O=C(N/N=C/c1ccccc1F)c1cccc2ccccc12,-2%,7%,·,·,-0.7%,0.7%,·,·,i,0.7,i,14,4%
S=C(Nc1ccc2[nH]ccc2c1)NC1CCCCC1,-2%,9%,-0.8,1085,-0.6%,1.8%,·,·,i,0.4,i,15,10%
O=C(NCC1CCCO1)c1ccc(NS(=O)(=O)c2cccs2)cc1 (stereo unspecified),-12%,9%,-3.3,1189,0.5%,3.3%,·,·,i,0.2,i,33,16%
CCCCNS(=O)(=O)c1ccc2nc(SCC(=O)c3ccccc3OC)[nH]c2c1,15%,5%,·,·,0.1%,3.1%,6,10,i,4.7,i,57,9%
CC(=O)C(Sc1ccc2nnc(-c3ccc(F)cc3)n2n1)C(C)=O,1%,8%,·,·,0.4%,0.6%,-7,-5,i,2.8,i,45,7%
O=C(Nc1ccc(Cl)c([N+](=O)[O-])c1)Nc1nc2ccccc2s1,-1%,17%,-0.1,1314,-0.4%,20%,·,·,·,·,i,50,·
CC1CN(S(=O)(=O)c2ccc(Cl)c(C(F)(F)F)c2)CC(C)O1 (stereo unspecified),15%,-2%,-1.9,1085,-0.6%,2.4%,8,0,i,0.4,i,12,8%
O=C(CSc1nc2c(c(=O)n1-c1ccc(F)cc1)SCC2)NCC1CCCO1 (stereo unspecified),1%,2%,·,·,-0.7%,2.6%,-7,-3,i,1.3,i,11,1%
CC(C)[C@H](NC(=O)Nc1ccc2c(c1)OCCO2)C(=O)O,13%,4%,·,·,-0.4%,0.8%,-12,-11,i,0.4,i,20,3%
C/C(CC(=O)Nc1cccc(Cl)c1Cl)=N\NC(=O)C(=O)NC1CCCCC1,14%,3%,·,·,-0.1%,0.3%,·,·,i,0.7,i,54,2%
COc1ccccc1CNC(=O)c1ccc2nc3[nH]c4ccccc4c3nc2c1,6%,10%,-0.4,1175,3.1%,68%,15,-2,i,1.3,i,43,20%
COc1ccc(OC)c(NC(=O)Nc2nnc(N3CCC(C)CC3)s2)c1,4%,17%,0.7,490,·,2.6%,14,4,i,1.5,i,40,7%
COc1ccc(Cn2c(=O)[nH]c3cc(C(=O)NCCc4ccc(S(N)(=O)=O)cc4)ccc3c2=O)cc1,-5%,7%,1.8,1104,-0.6%,0.1%,-10,2,i,0.2,i,58,4%
CCc1ccc(S(=O)(=O)NC(=S)NC2CCCCC2)cc1,-10%,4%,-0.3,1014,1.1%,0.1%,25,15,·,·,i,61,14%
COc1ccc(C(=O)/C=C\N2CCOCC2)cc1,1%,0%,3.2,1065,0.0%,3.9%,3,13,i,1.1,i,28,9%
O=C1c2cccc3c(O)ccc(c23)C(=O)N1c1ccc(Cl)cc1,-30%,13%,·,·,-1.1%,9.9%,·,·,i,3.6,i,25,5%
Nc1ccccc1C(=O)N1CCc2ccccc21,-3%,1%,·,·,0.1%,-0.3%,·,·,i,1.4,i,23,11%
O=C(CC(=O)Nc1ccccc1)Nc1ccccc1,·,5%,·,·,·,-0.2%,·,·,i,0.4,i,36,3%
COc1ccc(C(=S)N2CCCC2)cc1OC,1%,12%,·,·,-0.2%,1.4%,-6,11,i,1.1,i,43,7%

# Two records picked at random from the list so far:
SMILES,Salmonella PhoP GFP,Large T inhibition,b-catenin transl,b-catenin transl cell count 5 µM,West Nile virus CPE,RSV antiviral HEp-2,WT yeast gro inh,WT yeast gro inh mutant strain,Myeloid diff 2,Myeloid diff 2 GFP+ MAC1+ %,T cell modulator,T cell modulator vesicle-bound %,Rac1 GTP hydrolysis
COc1ccc(OC)c(NC(=O)Nc2nnc(N3CCC(C)CC3)s2)c1,4%,17%,0.7,490,·,2.6%,14,4,i,1.5,i,40,7%
COc1ccc(Cn2c(=O)[nH]c3cc(C(=O)NCCc4ccc(S(N)(=O)=O)cc4)ccc3c2=O)cc1,-5%,7%,1.8,1104,-0.6%,0.1%,-10,2,i,0.2,i,58,4%

# (cont.)
SMILES,Salmonella PhoP GFP,Large T inhibition,b-catenin transl,b-catenin transl cell count 5 µM,West Nile virus CPE,RSV antiviral HEp-2,WT yeast gro inh,WT yeast gro inh mutant strain,Myeloid diff 2,Myeloid diff 2 GFP+ MAC1+ %,T cell modulator,T cell modulator vesicle-bound %,Rac1 GTP hydrolysis
CCCC1Oc2ccccc2C(=O)N(CC(=O)c2ccc3c(c2)OCCO3)C1=O (stereo unspecified),-6%,12%,·,·,0.0%,0.4%,·,·,i,3.1,i,16,9%
O=C(Cc1ccccc1)Nc1ccccc1N1CCCC1,4%,9%,-0.3,997,0.2%,1.4%,5,-4,i,0.4,i,43,1%
COc1ccc(-c2cc(C(=O)NCc3cn(C)nc3C)c3ccccc3n2)cc1OC,8%,2%,-4.3,640,0.4%,0.9%,-19,-15,i,0.1,i,28,2%
Cc1cc(C)nc(SCc2ccccc2C#N)n1,9%,-2%,3.3,1113,-0.5%,-0.2%,10,-1,i,1.6,i,33,10%
COc1ccc(CCC(=O)OCC(=O)c2cccc(OC)c2)cc1,-8%,10%,1.9,1008,0.1%,-0.9%,-7,7,i,0.2,i,35,0%
COc1ccccc1N1CCN(C(=O)CC2NC3CCCCC3NC2=O)CC1 (stereo unspecified),-24%,3%,-3.5,962,·,0.3%,-2,17,·,·,i,38,·
c1ccc(Cn2nnc3c(N4CCCC4)ncnc32)cc1,1%,-2%,·,·,-0.4%,-0.1%,-10,-11,+,28*,i,21,5%
Nc1ccc(CCc2nc3ccccc3o2)cc1,11%,8%,1.4,1181,-0.1%,-0.7%,-17,-1,i,2.1,i,42,11%
Cc1nc(SCC(=O)NCCc2ccccc2)n[nH]1,0%,19%,-2.0,1146,·,1.6%,3,5,i,0.5,i,24,2%
C(=N\N1CCN(Cc2ccccc2)CC1)/c1cccnc1,34%,-21%,-2.7,1143,-0.3%,0.7%,3,-3,i,1.5,i,38,2%
COCCN(C(=O)COC(=O)Cc1cccc2ccccc12)c1c(N)n(Cc2ccccc2)c(=O)[nH]c1=O,2%,-3%,·,·,-0.2%,1.5%,·,·,i,1.7,i,61,8%
CCOc1ccc(NC(=O)C2(c3ccc(OC)c(OC)c3)CCCC2)cc1,-8%,12%,-0.3,1102,0.3%,7.6%,-2,3,i,0.3,i,41,7%
O=C(c1cccnc1)n1nc(-c2ccco2)nc1NCc1cccs1,15%,3%,-4.8,1007,0.5%,·,-5,2,i,0.6,·,·,6%
O=C(NCCc1ccccc1)c1ccccc1[N+](=O)[O-],5%,6%,·,·,-0.3%,1.4%,·,·,i,0.7,i,54,8%
